From PubChem BioAssay
Menin-MLL TR inh = inhibitors of human menin-MLL interaction, mutant MLL peptide; O00255; Menin + Texas Red MLL mutant peptide, fluorescence polarization; Potency, µM (doses to about 61.6 µM), for inactives: at the highest dose FP activity change, negative = inhibition, most hits filed as inhibitors; 270,000 tested, 0.23% active; active means well fitted inhibition curve with a large enough effect in the polarisation, with a control signal flat, not every such curve was filed as active; inconclusive means small, poorly fitted or top-dose-only effect, or effect the other way, or a change in a side signal; inactive means no such curve, though single readings can be large or run the other way; the % refers to the polarisation; further: potency means the concentration at half of the fitted maximal effect; % of control where 0% means no effect; many of its hits are not listed in these tables
MBNL1 CUG block = MBNL1-poly(CUG) RNA binding inhibition; TR-FRET MBNL1-His/biotin-(CUG)12 binding, 665/545 ratio; AID 2675; 280,000 tested, 0.036% active; Q9NR56; Potency, µM (titrated, usually from 57.5 µM), inactives show at the highest dose activity change, negative = inhibition, most hits filed as inhibitors; active means well fitted inhibition curve with a large enough effect in the signal ratio, with a control signal flat, not every such curve was filed as active; inconclusive means small, poorly fitted or top-dose-only effect, or effect the other way, or a change in a side signal; inactive means no such curve, though single readings can be large or run the other way; the % refers to the signal ratio; further: potency means the concentration at half of the fitted maximal effect; on the % scale 0 is the no-effect control and ±100 the full control effect
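Inhibition of protein-RNA binding appears as loss of TR-FRET between terbium anti-His antibody on MBNL1-His and streptavidin-XL665 on biotin-(CUG)12. Activity is normalized to buffer-only and uninhibited-complex controls.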
GALK inhibitor = galactokinase (human) inhibition. Purified GALK, Kinase-Glo residual ATP luminescence. P51570. Potency, µM (top dose mostly 57.5 µM), for the others: top-dose activity change, negative = inhibition, hits mostly inhibitors. 270,000 tested, 0.007% active; further: potency means the concentration at half of the fitted maximal effect; on the % scale 0 is the no-effect control and ±100 the full control effect
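Luminescence from leftover ATP (Ultra-Glo luciferase/luciferin) served as read-out after a 1 h room-temperature reaction of 5 nM GALK with 35 uM ATP and 100 uM galactose.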
hERG WT inh = blocks the wildtype human KCNH2 potassium channel | 340,000 tested, 0.37% active | U2OS, BacMam KCNH2, thallium flux FluxOr; stronger effect = lower value | activity change, % at 1.84 µM | Q12809;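 active means maximum activity change below -70%; inconclusive means maximum activity change between -70% and -50%; inactive means maximum activity change above -50%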; further: on the % scale 0 is the no-effect control and ±100 the full control effect
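U2OS cells were transduced with wild-type KCNH2 virus (2.03 x 10^8 / mL) for 4 h at room temperature, then cultured overnight at 37 C. Thallium flux was read with FluxOr dye. Rate constants were normalized to DMSO controls.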
Mito fusion yeast = mitochondrial division inhibition or fusion activation. S. cerevisiae fusion-defective mutant growth rescue, CellTiterGlo 48 h. Potency, µM (doses to about 46.1 µM), inactives show at the highest dose growth rescue (activation), hits mostly activators. 320,000 tested, 0.23% active. AID 485298;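 further: potency means the concentration at half of the fitted maximal effect; % of control where 0% means no effect; nearly all actives have a fitted effect of over 45% in size; temperature-sensitive fusion mutants such as fzo1-1 at 37 °C on non-fermentable ethanol glycerol medium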
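S. cerevisiae fusion-defective temperature-sensitive mutants (e.g. fzo1-1, mgm1-5) grown 48 h at 37C in YPEG (ethanol/glycerol non-fermentable) medium with 23 nl compound per well; growth rescue read as CellTiterGlo luminescence.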
Eya2 phos inh = Eya2 (human) phosphatase inhibition | 330,000 tested, 0.006% active | O00167 | Potency, µM (top dose mostly 76.9 µM), for inactives: top-dose activity, negative = inhibition, most hits filed as inhibitors | AID 488837 | recombinant Eya2, OMFP fluorescence dephosphorylation (OMFP is methylfluorescein phosphate); further: potency means the concentration at half of the fitted maximal effect; on the % scale 0 is the no-effect control and ±100 the full control effect
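Eya2 protein (added as 0.2 uM solution) was preincubated with compound for 10 min at ambient temperature in 50 mM HEPES pH 7.5, 50 mM NaCl, 5 uM MgCl2, 0.05% BSA, 1 mM DTT. OMFP (added at 50 uM) then reacted 10 min; fluorescence read at 485/525 nm.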
Chronic BCR inh = inhibitors of chronic active B-cell receptor signaling. ABC-DLBCL IkBa-CBG/CBR reporter, luminescence ratio, 4 h. Potency, µM (top dose mostly 46.1 µM), for the others: at the highest dose ratio change, negative = lower green/red ratio, usual class: inhibitors. 340,000 tested, 0.05% active. AID 493014; active means well fitted inhibition curve with a large enough effect in the signal ratio, with a control signal flat, not every such curve was filed as active; inconclusive means small, poorly fitted or top-dose-only effect, or effect the other way, or a change in a side signal; the % refers to the signal ratio;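 further: potency means the concentration at half of the fitted maximal effect; plate controls were basal doxycycline-induced cells for no effect and cells given 10 µM MG132 for full effect; MG132 reads +100%, hits lower the ratio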
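Compounds up to 46 uM were incubated four hours with TMD8 cells whose green CBG68 luciferase is fused to IkappaBalpha; red CBR luminescence normalised the signal, and concentration-effect curves were fitted to fusion, red and ratio data.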
PKM2 activator = increases activity of human pyruvate kinase M2; purified PKM2, Kinase-Glo ATP luminescence, activation; response scale: 0% is enzyme alone, no compound; P14618; AID 1631; Potency, µM (titrated, usually from 57.5 µM), for inactives: top-dose activation, actives largely listed as activators; 260,000 tested, 0.34% active; further: potency means the concentration at half of the fitted maximal effect; on the % scale 0 is the no-effect control and ±100 the full control effect; nearly all actives have a fitted effect of over 55% in size
Target sequence (P14618 whole entry, looked up): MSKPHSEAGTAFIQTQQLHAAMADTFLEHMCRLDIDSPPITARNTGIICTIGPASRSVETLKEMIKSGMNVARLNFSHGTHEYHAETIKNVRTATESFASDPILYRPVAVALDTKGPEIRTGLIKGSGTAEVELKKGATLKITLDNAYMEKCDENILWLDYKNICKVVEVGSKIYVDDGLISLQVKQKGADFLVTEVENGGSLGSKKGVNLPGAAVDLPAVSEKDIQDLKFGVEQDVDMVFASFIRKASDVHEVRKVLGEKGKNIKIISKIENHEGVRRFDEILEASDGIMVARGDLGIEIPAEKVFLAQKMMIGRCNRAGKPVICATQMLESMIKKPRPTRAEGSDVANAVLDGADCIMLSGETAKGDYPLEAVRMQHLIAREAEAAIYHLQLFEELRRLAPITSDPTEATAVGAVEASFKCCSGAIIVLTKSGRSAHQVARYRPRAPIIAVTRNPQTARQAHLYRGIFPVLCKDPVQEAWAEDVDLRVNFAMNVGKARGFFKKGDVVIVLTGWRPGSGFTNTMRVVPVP
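Purified hPK-M2 (>95%) run at intermediate activity with 0.1 mM ADP and 0.5 mM PEP in 50 mM imidazole pH 7.2, KCl, MgCl2; 1 h room temperature. ATP formed read by Kinase-Glo luminescence; normalized to uninhibited and no-enzyme controls.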
ASM inhibitor = blocks human secretory acid sphingomyelinase. placental ASM, HMU-PC fluorogenic substrate, 60 min. Potency, µM (titrated, usually from 57.5 µM), for the others: at the highest dose activity change, negative = inhibition, usual class: inhibitors. 340,000 tested, 0.006% active; further: potency means the concentration at half of the fitted maximal effect
Target sequence (P17405 47-631 limits assumed): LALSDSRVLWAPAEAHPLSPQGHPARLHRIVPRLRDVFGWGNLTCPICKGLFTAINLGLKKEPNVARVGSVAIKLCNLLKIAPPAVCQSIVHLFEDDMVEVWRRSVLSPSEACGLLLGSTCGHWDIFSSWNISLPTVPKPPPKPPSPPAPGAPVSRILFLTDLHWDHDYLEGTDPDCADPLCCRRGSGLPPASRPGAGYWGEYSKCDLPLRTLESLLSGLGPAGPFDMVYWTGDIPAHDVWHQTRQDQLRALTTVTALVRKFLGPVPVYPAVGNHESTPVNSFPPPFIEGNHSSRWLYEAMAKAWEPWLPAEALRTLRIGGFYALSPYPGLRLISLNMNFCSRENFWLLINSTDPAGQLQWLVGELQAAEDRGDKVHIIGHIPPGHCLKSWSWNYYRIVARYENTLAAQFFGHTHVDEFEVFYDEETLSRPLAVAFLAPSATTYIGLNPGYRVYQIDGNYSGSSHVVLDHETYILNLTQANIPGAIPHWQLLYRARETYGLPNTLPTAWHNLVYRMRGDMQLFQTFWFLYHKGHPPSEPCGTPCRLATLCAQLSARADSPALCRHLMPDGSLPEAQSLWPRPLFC
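Fluorogenic HMU-PC substrate (9 uM final) is turned over by placental ASM in 60 min at 37 C after a 10 min compound preincubation. Reaction ended by alkaline stop (pH 10), with fluorescence read at 386/447 nm.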
USP2a block = blocks human ubiquitin-specific protease USP2a; Potency, µM (titrated, usually from 38.3 µM), without a hit: at the top dose activity change, negative = inhibition, usual class: inhibitors; USP2 core, Ub-CHOP2 coupled fluorogenic reporter, 485/531; 330,000 tested, 0.01% active; O75604; AID 463254;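 further: potency means the concentration at half of the fitted maximal effect; plate controls were DMSO wells for no effect and full inhibition by NEM control for full effect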
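USP2 core (10nM final) preincubated 30min RT with compound in 20mM Tris-HCl pH 8.0, 2mM CaCl2, 2mM beta-mercaptoethanol, 0.05% CHAPS; 25nM Ub-CHOP2 plus 25nM reporter substrate added, fluorescence (Ex485/Em531) read after 60min.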
TSHR antag = antagonists of human thyroid stimulating hormone receptor | activity change, negative = inhibition, % at 11.5 µM | AID 504810 | P16473 | 330,000 tested, 0.2% active | TSHR-expressing cells, TSH-stimulated cAMP HTRF, 2 h; stronger effect = lower value;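 active means activity change below a set negative limit, meaning inhibition stronger than a set level, cut at about -70% in these data; inconclusive means activity change between two set negative limits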; further: on the % scale 0 is the no-effect control and ±100 the full control effect
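Competitive HTRF cAMP read-out (cryptate anti-cAMP antibody, cAMP-d2; 30 min, room temperature) in freshly harvested TSHR cells. Compounds added before TSH at EC80 (4nM final), followed by 2 hours' incubation at 37 deg C.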
The depositor's hits bear a star; ? = inconclusive; / = no result given. Unless noted, the call rests on the fitted dose curve; in most records, active means well fitted curve in the direction sought with a large enough effect; inconclusive means small, poorly fitted or top-dose-only effect, or another doubt; inactive means no such curve, though single readings can be large; an effect the other way counts as inactive or inconclusive. Only part of the results is shown; count on the stated rates, not on these rows.

SMILES	Menin-MLL TR inh	MBNL1 CUG block	GALK inhibitor	hERG WT inh	Mito fusion yeast	Eya2 phos inh	Chronic BCR inh	PKM2 activator	ASM inhibitor	USP2a block	TSHR antag
O=C(Nc1ccccc1)C1CCCN(C(=O)c2ccc(Cl)cc2)C1 (stereo unspecified)	1%	-1%	5%	-3	4%	12%	-4%	3%	-1%	3%	-3
CC1CCN(C(=O)Cn2c(=O)n(-c3ccc(F)cc3)c(=O)c3sccc32)CC1	-15%	-4%	7%	7	4%	5%	-26%	2%	3%	-3%	6
Cc1c(C(=O)Nc2cccc([N+](=O)[O-])c2)cnn1-c1ccccc1	?	?	5%	5	6%	-26%	?	-5%	-2%	0%	-8
O=C(/C=C/c1ccc(F)cc1)NCCC1=CCCCC1	29%	6%	1%	4	7%	-13%	0%	0%	-3%	-1%	-28
CSCCC(NC(=O)c1ccc(Cl)cc1)C(=O)OCC(=O)NCc1ccco1 (stereo unspecified)	/	/	/	-5	-7%	18%	-15%	/	1%	2%	-5
C=CCn1c(SCC(=O)N(C)CC(=O)Nc2ccc(C)cc2)nnc1-c1ccncc1	/	/	/	-6	/	6%	3%	/	2%	2%	3
COc1ccc(N2CC(C(=O)Nc3cccnc3)CC2=O)cc1 (stereo unspecified)	20%	-7%	1%	1	-2%	-6%	0%	/	-2%	-1%	9
c1coc(CNc2nc3sc4c(c3c3ncnn23)CCCC4)c1	-4%	-4%	5%	-2	3%	-1%	7%	?	-23%	0%	0
COc1ccc(NC(=O)c2cc(C3CC3)on2)c(OC)c1	-9%	2%	-1%	6	5%	16%	-7%	-7%	0%	-1%	1
CCN(CC(=O)NCc1cccs1)C(=O)c1cccc(S(=O)(=O)Nc2ccccc2Cl)c1	/	/	/	10	8%	16%	9%	/	3%	0%	/

Whole records as entered above:
Shown for c1coc(CNc2nc3sc4c(c3c3ncnn23)CCCC4)c1 → Menin-MLL TR inh = -4%; MBNL1 CUG block = -4%; GALK inhibitor = 5%; hERG WT inh = -2; Mito fusion yeast = 3%; Eya2 phos inh = -1%; Chronic BCR inh = 7%; PKM2 activator = ?; ASM inhibitor = -23%; USP2a block = 0%; TSHR antag = 0
Shown for CSCCC(NC(=O)c1ccc(Cl)cc1)C(=O)OCC(=O)NCc1ccco1 (stereo unspecified) → Menin-MLL TR inh = /; MBNL1 CUG block = /; GALK inhibitor = /; hERG WT inh = -5; Mito fusion yeast = -7%; Eya2 phos inh = 18%; Chronic BCR inh = -15%; PKM2 activator = /; ASM inhibitor = 1%; USP2a block = 2%; TSHR antag = -5

Continuation:
SMILES	Menin-MLL TR inh	MBNL1 CUG block	GALK inhibitor	hERG WT inh	Mito fusion yeast	Eya2 phos inh	Chronic BCR inh	PKM2 activator	ASM inhibitor	USP2a block	TSHR antag
COc1cc2c(cc1NC(=O)COc1ccc3ccccc3c1)oc1ccccc12	5%	-5%	-1%	-2	-3%	-1%	2%	-19%	-1%	3%	26
C/C(C=O)=C/c1ccccc1	/	/	/	6	-2%	21%	-2%	/	-5%	2%	11
COC(=O)c1ccc(C)c(NC(=O)c2c(-c3ccccc3)noc2C)c1	15%	8%	0%	0	-3%	0%	?	-2%	0%	1%	7
CCNC(=O)CSc1nnc(-c2cccc(S(=O)(=O)N(CC)CC)c2)n1CCc1ccccc1	-26%	1%	0%	-8	-2%	4%	-6%	-34%	-1%	4%	-3
O=C(Nc1nsc(-c2ccccc2)n1)c1ccc(F)cc1	-14%	2%	-5%	5	2%	-2%	?	1%	0%	3%	1
COc1ccc(C2CC(c3cc(Br)ccc3F)n3nnnc3N2)cc1 (stereo unspecified)	0%	-8%	0%	9	?	-1%	14%	19%	-3%	-1%	-19
CC(C)C1N(c2ccccc2)C(N)=C(C#N)C1(C#N)C#N (stereo unspecified)	17%	-1%	0%	5	-10%	7%	-9%	-12%	0%	2%	-1
O=C(O)c1cccc(NC(=O)c2ccc(S(=O)(=O)c3ccccc3)cc2)c1	-9%	9%	/	-4	-6%	1%	-6%	-1%	-2%	1%	6
CN(C)CCn1c2c(c(SCC(=O)Nc3cccc4ccccc34)nc1=O)CCC2	/	/	/	4	-2%	11%	?	/	1%	1%	10
O=C(c1ccc2c(c1)N(Cc1ccccc1F)C(=O)c1ccccc1S2)N1CCOCC1	/	-10%	-2%	-2	6%	-10%	-6%	0%	0%	0%	15
O=C(CN1C(=O)c2ccccc2S1(=O)=O)Nc1ccccn1	/	/	/	-2	1%	22%	3%	/	8%	1%	6
CCOC(=O)N1CCN(C(=O)c2oc3ccc(S(=O)(=O)N4CCCCC4)cc3c2C)CC1	-15%	9%	3%	-7	4%	-6%	-16%	-1%	-1%	-2%	-3
O=C(c1cccc(S(=O)(=O)N2CCN(c3ccc(F)cc3)CC2)c1)N1CCCCCCC1	/	/	/	-5	16µM*	-11%	-3%	/	-3%	3%	-5
CCC(O)CC(C(=O)NNc1ccccc1)C(=O)NNc1ccccc1 (stereo unspecified)	0%	-4%	6%	-8	-6%	-2%	-1%	8%	-3%	-1%	-1
CCC1CCc2c(c3ccccc3[nH]c2=O)O1 (stereo unspecified)	-18%	-8%	/	-24	2%	7%	7%	2%	2%	1%	2
Cc1ccccc1/[N+]([O-])=C/c1ccncc1	-2%	-6%	0%	3	-8%	-25%	?	-15%	0%	1%	46
COCCNc1nc(-c2cc(-c3ccccc3)on2)cc(C(C)C)n1	/	4%	-2%	/	-20%	-7%	?	4%	7%	2%	-13
C=CCn1c(=NC(=O)CN2C(=O)CCC2=O)sc2cccc(OC)c21	8%	1%	0%	0	5%	8%	2%	-2%	2%	1%	-5
CN(c1ccccc1)S(=O)(=O)c1cccc(C(=O)NC2CC(C)(C)NC(C)(C)C2)c1	/	/	/	-13	0%	0%	3%	/	1%	3%	-2
C=C(C)C1CC=C(CN2CCN(Cc3ccccc3)CC2)CC1 (stereo unspecified)	-12%	-3%	-6%	36	-14%	7%	?	-3%	1%	-1%	5
Cc1cccc(NC(=O)c2ccc3nc(N4CCOCC4)sc3c2)c1C	-13%	-6%	/	7	5%	4%	?	4%	-6%	-2%	19
COc1ccc(NS(=O)(=O)c2ccc3[nH]c(=O)[nH]c3c2)cc1	10%	0%	4%	4	2%	1%	2%	5%	-1%	0%	0
O=[N+]([O-])c1ccccc1S(=O)(=O)Nc1ccc(-c2ccc(N3CCCC3)nn2)cc1	/	/	/	3	14%	-2%	19%	/	0%	-2%	-17
CCC1(CC)NC(=O)N(CC(=O)OCC(=O)Nc2cc(C)ccc2C)C1=O	1%	-4%	0%	2	-1%	17%	6%	-4%	3%	3%	-8

An excerpt of these results, comma-delimited.
structure,Menin-MLL TR inh,MBNL1 CUG block,GALK inhibitor,hERG WT inh,Mito fusion yeast,Eya2 phos inh,Chronic BCR inh,PKM2 activator,ASM inhibitor,USP2a block,TSHR antag
CCC1(CC)NC(=O)N(CC(=O)OCC(=O)Nc2cc(C)ccc2C)C1=O,1%,-4%,0%,2,-1%,17%,6%,-4%,3%,3%,-8
COc1ccc(NS(=O)(=O)c2ccc3[nH]c(=O)[nH]c3c2)cc1,10%,0%,4%,4,2%,1%,2%,5%,-1%,0%,0

Results in Mito fusion yeast and TSHR antag, for some of the entries so far:
mol | Mito fusion yeast | TSHR antag
Cc1cccc(NC(=O)c2ccc3nc(N4CCOCC4)sc3c2)c1C | 5% | 19
CCC1(CC)NC(=O)N(CC(=O)OCC(=O)Nc2cc(C)ccc2C)C1=O | -1% | -8
O=[N+]([O-])c1ccccc1S(=O)(=O)Nc1ccc(-c2ccc(N3CCCC3)nn2)cc1 | 14% | -17
